human PMI inhibition = inhibitors of human PMI, primary screen, biochemical, fluorescence intensity, coupled assay (AID 1209). purified PMI enzyme, coupled fluorescence intensity; higher % means a stronger effect. inhibition, % at 20 µM; hits with a dose series show IC50 in µM. 0.42% of 190,000 active; in the data active means inhibition above about 50%;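 further: plate controls were DMSO vehicle for no effect and wells lacking substrate for full effect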
Myeloid diff 2 = promotes myeloid progenitor differentiation; ER-HoxA9 myeloid progenitors, lysozyme-GFP differentiation, flow cytometry; calls only at 10 µM; 1% of 360,000 active; AID 624256;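 active means normalized GFP-positive differentiation at or above the plate's own cutoff, the solvent-only control mean plus 3 SD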;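 further: cells exposed to compound for four days before flow analysis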
Dynein transport = blocks dynein driven cargo transport along microtubules. AID 1381. 0.47% of 220,000 active. z-score, hits read low. 3617.4 mouse cells, GR-EGFP nuclear translocation imaging; test concentration mostly 20 µM; stimulated with dexamethasone, 1 µM; stronger effect = lower value;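 active means plate z-score of nuclear minus cytoplasmic receptor signal below a set negative limit, without overly bright fluorescence or cell loss, cut at about -3.5 in these data, passing the limit was not always enough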;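 further: z-score of nuclear minus cytoplasmic ring GR-EGFP intensity difference per well; some compounds called inactive have numbers as strong as hits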
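Buffer or medium: tet-free, stripped-serum medium; Also added: dexamethasone, 1.0 µM final; Technique: high-content fluorescence imaging after fixation; Times: 48 h induction, 1 h compound, 30 min dex at 37 °C; Read-out: per-cell GR-EGFP intensity, nucleus versus surrounding cytoplasmic ring, well-averaged.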
T cell modulator = T cell immune modulation candidate; 2C CD8+ T cell-vesicle binding, flow cytometry; stronger effect = lower value; calls only at 7 µM; 0.068% of 330,000 active; AID 2052;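 active means response, share of CD8 T cells binding vesicles, and their 90th percentile fluorescence all below set limits, cut at about 80% in these data, passing the limit was not always enough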
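material = purified 2C TCR transgenic mouse naive CD8+ T cells | controls = Unloaded micro-vesicles (low), QL9 vesicles with 0.7% DMSO (high) | detection = cytometric PE anti-B7-1 and Alexa647 anti-CD8 signals after 1% paraformaldehyde fixation | incubation = binding step 1.5 h, 37 °C, antibody labelling 20 min, ice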
bCat nuc transl = beta-catenin nuclear translocation modulation | HeLa beta-catenin nuclear translocation, immunofluorescence imaging | nuclear translocation activity, % at 5 µM | 0.3% of 190,000 active | AID 1665;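 active means nuclear translocation activity above 50% at 5 µM, with a well cell count of 50 or more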;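 further: per-cell ratio of nuclear to cytoplasmic median beta-catenin stain intensity; plate controls were DMSO negative control for no effect and GSK-3 inhibitor IX positive control for full effect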
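assay system = human HeLa cells, endogenous beta-catenin | times = compound treatment 24 h, 37°C, 5% CO2 | detection = Anti-beta-catenin immunofluorescence on PFA-fixed, Triton-permeabilized cells, DAPI nuclei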
TNAP activation fold = stimulation of alkaline phosphatase TNAP activity – biochemical, luminescent, no phosphate acceptor, uHTS, primary screen (AID 1001); purified TNAP, luminescent activation assay, no phosphate acceptor; higher activation fold means a stronger effect; activation fold at 20 µM; hits with a dose series show EC50 in µM; 0.03% of 200,000 active; in the data active means activation fold from about 3, or a potency from the dose series; inactive means the rest, 99 in 100 with activation fold below about 1.6; further: many of its hits are not listed in these tables
Insulin prom up = MIN6 insulin promoter up-regulation | AID 1625 | z-score at 5 µM | 0.3% of 190,000 active | MIN6 insulin promoter-GFP reporter, high-content imaging; stronger effect = higher value;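 active means z-score above 3 at 5 µM with at least 500 cells counted in the well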
Hep lipid drop = modulators of hepatic lipid droplet formation | 0.4% of 240,000 active | inhibition, % at 6.5 µM | AML12 mouse hepatocytes, oleate lipid droplets, BODIPY imaging;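 active means lipid droplet intensity inhibited by at least 50%, with more than 500 cells counted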
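Assay system: AML12 mouse liver cells | Compound dosing: One dose, 6.5 µM compound | Read-out basis: Droplet intensity reduction, % inhibition | Measured by: Fluorescence imaging, 20x objective, two fields per well | Schedule: Overnight treatment with compound plus oleate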
MT stabilize HCS = stabilizes microtubules in HeLa cells | HeLa tubulin immunostaining HCS, 24 h; share of cells brighter than vehicle mean+2SD | % tubulin-high responders, % at 10 µM | 0.83% of 200,000 active;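 active means plate Z-score above 3 for both tubulin-high and condensed-nucleus cell shares, with cell loss under 80%, at 10 µM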;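 further: anti alpha tubulin signal scored within the nucleus-defined area of each cell; some results filed as inactive read as strong as hits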
Dynein transport cytoplasmic EGFP = further read-out of Dynein transport, marked with its call; z-score; measured here: cytoplasmic GR-EGFP intensity; stronger effect = higher value
Dynein transport nuclear GR-EGFP = recorded beside Dynein transport, whose call it bears; z-score; measured here: nuclear GR-EGFP intensity;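 lower value marks the stronger effect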
Dynein transport cell count = recorded beside Dynein transport, whose call it bears; z-score; measured here: cell count per field
Insulin prom up cell count = recorded beside Insulin prom up, whose call it bears; cell count; measured here: cytotoxicity, nuclei count;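 total cells summed across four imaged fields per well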
Hep lipid drop cells 6.5 µM = recorded beside Hep lipid drop, whose call it bears; cell count; measured here: cell count, cytotoxicity flag;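 cells counted across two imaged fields per well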
bCat nuc transl cell count 5 µM = further read-out of bCat nuc transl, marked with its call; cell count; measured here: cell count, cytotoxicity flag
T cell modulator vesicle-bound % = also measured in T cell modulator; calls as there; double positive events, %; measured here: CD8+ vesicle-bound cell fraction;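 binding gate set so that unloaded-vesicle control wells show 10% double positive cells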
MT stabilize HCS Hoechst-high % = recorded beside MT stabilize HCS, whose call it bears; % Hoechst-high responders; measured here: nuclear condensation Hoechst responders;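 share of cells brighter than vehicle mean plus two SD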
MT stabilize HCS cytotoxicity % = further read-out of MT stabilize HCS, marked with its call; toxicity, %; measured here: cytotoxicity by cell density;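 0% = mean cell density of plate MIN control wells and 100% = no cells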
Myeloid diff 2 GFP+ MAC1+ % = second read-out of Myeloid diff 2, no call of its own (marks repeat the call); GFP+ MAC1+ double positive, %; measured here: differentiation confirmed by MAC1 staining
* marks the source's active call; other numbers are inactive results; i = inactive; / = no result given.

SMILES	human PMI inhibition	Myeloid diff 2	Myeloid diff 2 GFP+ MAC1+ %	Dynein transport	Dynein transport cytoplasmic EGFP	Dynein transport nuclear GR-EGFP	Dynein transport cell count	T cell modulator	T cell modulator vesicle-bound %	bCat nuc transl	bCat nuc transl cell count 5 µM	TNAP activation fold	Insulin prom up	Insulin prom up cell count	Hep lipid drop	Hep lipid drop cells 6.5 µM	MT stabilize HCS	MT stabilize HCS Hoechst-high %	MT stabilize HCS cytotoxicity %
CC(C)Oc1ccc(N2CC(C(=O)Nc3ccc4c(c3)OCO4)CC2=O)cc1 (stereo not drawn)	-6%	i	1.1	-0.19	-0.24	0.016	0.1	i	39	-0.9	1207	1.1	-2.2	1033	/	/	2.0	3.6	6.5
O=C(CSCc1nc2ccccc2[nH]1)N1CCN(c2cccc(Cl)c2)CC1	-10%	i	0.3	-1.7	-0.2	-0.77	-0.5	i	21	-4.5	951	1.3	-0.64	1533	/	/	2.8	2.0	6.3
O=C1CC(N2CCSCC2)C(=O)N1c1ccc(Br)cc1 (stereo not drawn)	/	i	0.3	-1.2	-0.23	-0.59	0.78	i	11	-0.6	1317	/	-0.24	1073	8	695	/	/	/
N=c1c(C(=O)NCc2ccccc2)cc2c(=O)n3ccccc3nc2n1CCCN1CCOCC1	0%	i	0.6	/	/	/	/	i	55	-7.5	1029	1.1	-1.2	1257	/	/	/	/	/
CC(C)c1ccccc1NC(=O)CNC(C)c1ccc(F)cc1 (stereo not drawn)	0%	i	0.1	-0.033	-0.31	0.25	0.77	i	57	-2.5	1110	0.9	-0.22	1288	3	698	9.7	2.1	9.1
C=CCn1cc(Cl)c(=O)n(CC=C)c1=O	-16%	i	5.0	-0.28	-0.22	0.14	0.2	i	28	/	/	1	/	/	/	/	4.7	3.1	8.0
Cn1cc(/C=N/NC(N)=S)c2ccccc21	/	i	1.0	-0.2	-0.16	-0.13	0.16	i	30	0.8	1114	/	1.5	1042	-26	615	/	/	/
CC(C)(C)C(=O)Nc1ccc(NC(=O)C(C)(C)C)cc1	/	i	0.3	2.1	-0.27	0.84	-0.83	i	26	-0.7	1303	/	0.24	1050	0	698	/	/	/
Cn1c(CCN2CCCCC2)nc2cc(NC(=O)NC3CCCCC3)ccc21	9%	i	1.5	/	/	/	/	i	43	-1.5	780	1.2	-0.72	1135	/	/	/	/	/
COc1ccc(OC)c(S(=O)(=O)Nc2ccc(OCC(=O)O)cc2)c1	-6%	i	1.2	-0.92	-0.24	-0.51	0.39	i	23	/	/	1.1	-0.3	989	/	/	6.2	2.6	3.5
CCN(C(=O)CN1CCCc2ccccc21)c1c(N)n(Cc2ccccc2)c(=O)[nH]c1=O	2%	/	/	/	/	/	/	/	/	-8.8	1214	1	-0.06	1277	9	696	/	/	/
COc1ccccc1NC(=O)c1sc2nc(-c3ccco3)ccc2c1N	15%	i	0.6	-0.19	-0.1	0.24	0.52	i	47	5.4	1185	1	2.3	1205	-3	710	4.4	3.7	10.0

The last two records of the section before lead into the next:
SMILES	human PMI inhibition	Myeloid diff 2	Myeloid diff 2 GFP+ MAC1+ %	Dynein transport	Dynein transport cytoplasmic EGFP	Dynein transport nuclear GR-EGFP	Dynein transport cell count	T cell modulator	T cell modulator vesicle-bound %	bCat nuc transl	bCat nuc transl cell count 5 µM	TNAP activation fold	Insulin prom up	Insulin prom up cell count	Hep lipid drop	Hep lipid drop cells 6.5 µM	MT stabilize HCS	MT stabilize HCS Hoechst-high %	MT stabilize HCS cytotoxicity %
CCN(C(=O)CN1CCCc2ccccc21)c1c(N)n(Cc2ccccc2)c(=O)[nH]c1=O	2%	/	/	/	/	/	/	/	/	-8.8	1214	1	-0.06	1277	9	696	/	/	/
COc1ccccc1NC(=O)c1sc2nc(-c3ccco3)ccc2c1N	15%	i	0.6	-0.19	-0.1	0.24	0.52	i	47	5.4	1185	1	2.3	1205	-3	710	4.4	3.7	10.0
O=C(Nc1ccc([N+](=O)[O-])cc1)C1CC1(c1ccccc1)c1ccccc1 (stereo not drawn)	12%	i	0.4	1.8	-0.077	0.77	-1.1	i	38	3.3	1126	1	-0.23	1516	10	734	4.2	1.9	0.3
CC(C)COC(=O)C1C2C=CC3(CN(C4CCCC4)C(=O)C13)O2 (stereo not drawn)	13%	i	2.5	0.18	-0.21	0.28	0.3	i	34	-2.3	1139	1	1.1	2019	4	686	2.7	1.4	5.1
COc1cc(/C=N/NC(=O)CC2C(=O)NN=C2C)ccc1O (stereo not drawn)	/	i	0.7	0.096	-0.21	0.47	0.1	i	21	0.0	1256	/	/	/	9	737	/	/	/
O=C1CCCC2=C1C(c1ccsc1)CC(=O)N2c1ccccc1 (stereo not drawn)	22%	i	2.6	2.9	-0.3	0.2	-0.34	i	34	/	/	1.1	-0.29	1213	13	686	5.1	1.7	0.1
Cc1ccc(C(=O)Nc2cccc3ncccc23)cc1[N+](=O)[O-]	15%	i	0.1	0.27	-0.27	0.77	-0.55	i	6	-2.9	971	1	0.01	1643	4	654	5.7	2.4	8.9
Cc1[nH]c2ccccc2c1C(=O)CSc1nc2ccccc2c(=O)n1CCCN1CCOCC1	13%	i	0.9	2.4	0.16	1.9	-2.4	i	4	1.3	1148	1.1	-1.2	986	8	712	1.8	1.2	3.0
COc1cc(OC)c(/C=N/NC(=O)c2ccc(NC(C)=O)cc2)cc1Br	9%	i	0.3	-0.32	-0.31	-0.34	0.73	/	/	-3.7	1142	1.1	-0.67	1284	-16	699	2.9	1.6	1.8
COc1cccc(S(=O)(=O)NCc2ccc3c(c2)OCO3)c1	-6%	i	8.3	-0.16	-0.25	0.1	0.034	i	48	/	/	1.2	0.35	798	0	678	1.3	0.9	7.1
Cc1ccc(-c2cc(C(=O)Nc3cccnc3)c3ccccc3n2)o1	-22%	i	0.9	-4.4*	0.24*	-1.7*	0.86*	i	13	-2.5	1098	1	-0.07	951	/	/	3.4	3.2	6.3
CCCSc1nc(C)nc2c1c(=O)n(C)c(=O)n2C	19%	/	/	-0.54	-0.3	-0.13	0.76	/	/	1.3	1073	1	1.2	2186	20	651	5.4	1.5	3.1
COc1cccc2cc(/C(=N/O)c3ccc(Br)cc3)oc12	12%	i	0.2	0.66	-0.36	0.99	-0.28	i	5	2.9	829	1.1	-0.54	1644	-17	705	5.6	3.1	4.4
O=C(Nc1cccc(O)c1)c1cccc(S(=O)(=O)N2CCCC2)c1	8%	i	0.7	0.96	0.028	0.7	-1.4	i	55	-3.6	1226	1.1	-0.84	938	21	704	2.3	1.8	2.8
Cc1cc(C(=O)Nc2cccc(O)c2)co1	6%	i	1.0	0.6	-0.012	0.39	-0.48	i	40	-1.1	1175	1.1	0.29	1013	0	748	5.0	1.2	5.7
COc1cccc(CNC(=O)CCC2CCCN(C(=O)c3cc4ccccc4o3)C2)c1 (stereo not drawn)	12%	i	0.8	-0.6	-0.27	-0.077	0.077	i	57	0.9	976	1.1	-0.31	1469	-2	788	4.1	1.9	3.9
CCOC(=O)c1c(C)[nH]c(C(=O)CN2C(=O)NC(C)(c3ccc4ccccc4c3)C2=O)c1C (stereo not drawn)	16%	i	9.3	1.1	-0.19	1.7	-1.5	i	9	-1.6	1351	1	-0.87	1648	/	/	1.9	0.7	9.6
Cn1nc(C(F)(F)F)c2cc(C(=O)NC3CC3)sc21	7%	i	1.8	0.54	-0.19	0.55	-0.54	i	24	0.0	1080	1	0.16	1819	-10	647	2.7	2.1	5.4
CN(Cc1cccnc1)Cc1cn(C)nc1-c1ccc(Oc2ccccc2)cc1	51%*	i	0.0	0.41	-0.3	-0.0086	0.26	i	6	-0.6	1014	0.9	-0.67	1446	-10	687	1.7	2.0	6.8
CCc1nc(C)cn1S(=O)(=O)c1cc([N+](=O)[O-])ccc1Cl	-8%	i	0.2	-3.5	1.3	-2	-0.013	i	44	-4.1	1012	1.1	-3.7	684	-50	537	9.3	21	44
C/C(=N\OC(=O)c1ccc(Cl)c(Cl)c1)c1sc(C)nc1C	4%	i	0.7	-0.058	-0.23	-0.1	0.72	i	50	-13	1139	1.1	/	/	9	772	2.6	1.2	7.6
Cc1ccnc(NC(=O)CCC(=O)N(CC(=O)NC2CCCCC2)Cc2ccc3c(c2)OCO3)c1	14%	/	/	/	/	/	/	/	/	-5.1	1220	1.1	-1.3	1195	-5	721	/	/	/
CCOC(=O)c1nn(-c2ccc(OCC)cc2)c2nc(-c3cccc(OC)c3)c(C#N)c(=O)n12	4%	i	0.7	1.1	-0.068	1.5	-0.79	i	57	4.7	511	1	-0.03	1252	6	639	2.5	1.2	3.5
Cc1ccccc1NC(=S)N(CCCN1CCCCC1)Cc1ccco1	1%	i	0.8	-0.09	0.31	0.16	-0.57	i	9	-1.3	1098	1.2	/	/	-7	579	2.4	2.1	8.2
CCOC(=O)c1c(-c2ccc(C)s2)csc1NC(=O)c1ccco1	-4%	/	/	/	/	/	/	/	/	-7.4	1020	1.2	0.06	1259	/	/	/	/	/

Source: PubChem BioAssay
